Measles CPE = compounds protecting cells from measles virus cytopathic effect, primary screen, measles RdRp inhibitor project, single point, MLSMR library, absorbance; protection (pct of control), % at 4 µM; hit rate 1.5% among 140,000; Measles virus-infected cells, CPE protection; AID 841, 2007; in the data active = protection mostly above about 24%, no sharp cut-off; inactive = mostly below about 26%; also: some compounds called inactive have numbers as strong as hits
HCT116 bCat-KO = primary screen for growth suppressors in beta-catenin knockout HCT116 cells (colon tumor, human); viability, % at 10 µM; HCT116 beta-catenin knockout viability, CellTiter-Glo, 60 h; active compounds read low; hit rate 1.5% among 140,000;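 active = viability at or under a set limit, the compound median less 4 SD, cut at about 6% in these data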;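 also: 0% = Hyamine 1622 control at 20 µM and 100% = untreated cell control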
NPY Y2 blocker = NPY-Y2 receptor antagonists, primary screen, cell-based. Neuropeptide Y receptor type 2 (Homo sapiens), P49146. inhibition, % at 2.7 µM. NPY-Y2 expressing cells, antagonist mode. hit rate 0.99% among 140,000; in the data active = inhibition above about 17%;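 also: 0% = vehicle with agonist challenge and 100% = reference antagonist with challenge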
Target sequence (P49146 whole entry, looked up): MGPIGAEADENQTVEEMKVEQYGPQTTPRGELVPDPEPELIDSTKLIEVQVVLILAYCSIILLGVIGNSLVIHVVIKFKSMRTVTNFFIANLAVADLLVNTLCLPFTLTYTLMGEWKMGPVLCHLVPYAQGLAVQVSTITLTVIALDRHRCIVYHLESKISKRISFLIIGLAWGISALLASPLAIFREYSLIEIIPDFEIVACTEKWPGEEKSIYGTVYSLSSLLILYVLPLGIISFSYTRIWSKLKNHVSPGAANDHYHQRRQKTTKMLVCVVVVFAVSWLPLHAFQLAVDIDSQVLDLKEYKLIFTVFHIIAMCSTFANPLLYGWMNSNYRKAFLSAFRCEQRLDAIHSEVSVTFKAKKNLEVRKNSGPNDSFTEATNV
GALR2 antag = GALR2 antagonists in receptor-expressing cells, primary screen | Galanin receptor type 2 (Homo sapiens), O43603 | antagonist mode | inhibition, % at 4 µM | hit rate 0.39% among 140,000 | AID 828, 2007; in the data active = inhibition above about 27%;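 also: cells stimulated with galanin 1-16 at roughly its EC80; 0% = agonist challenge control and 100% = basal control without agonist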
Target sequence (O43603 whole entry, looked up): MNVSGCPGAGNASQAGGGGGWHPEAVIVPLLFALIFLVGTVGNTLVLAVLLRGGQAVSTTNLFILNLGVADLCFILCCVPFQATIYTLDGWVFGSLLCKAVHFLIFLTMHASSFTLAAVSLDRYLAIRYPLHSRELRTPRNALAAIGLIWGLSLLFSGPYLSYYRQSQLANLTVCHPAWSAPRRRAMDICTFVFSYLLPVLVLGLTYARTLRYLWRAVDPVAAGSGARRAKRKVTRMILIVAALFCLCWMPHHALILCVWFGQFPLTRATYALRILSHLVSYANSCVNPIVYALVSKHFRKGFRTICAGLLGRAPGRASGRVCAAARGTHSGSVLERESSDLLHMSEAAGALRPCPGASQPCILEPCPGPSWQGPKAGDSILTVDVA
E-sel TNF inh = E-selectin induction blockers in HUVEC – imaging, immunofluorescence, high content, primary screen. HUVEC TNFa-induced E-selectin immunofluorescence. inhibition, % at 2 µM. hit rate 0.71% among 120,000;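 active = inhibition above the batch mean plus 3 SD, and confirmed as a hit on visual image review, cut at about 43% in these data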;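 also: 0% = TNF-stimulated DMSO wells and 100% = unstimulated control wells; not every result past the cut was called active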
MRP-1 activ = H69AR viability gain despite doxorubicin, primary screen, MRP-1 activator project, H69AR cells, CellTiter-Glo; viability rescue; AID 799, 2007; hit rate 0.61% among 140,000; viability increase, % at 10 µM;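 active = viability gain under doxorubicin at or above a set limit, the compound median plus 3 SD, cut at about 4.7% in these data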;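 also: MRP-1 overexpressing cells given doxorubicin 25 µM after compound pretreatment; 18-22 h compound pretreatment then 72 h with doxorubicin before readout; 0% = doxorubicin-only wells and 100% = vehicle-treated cells without doxorubicin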
HCT116 PTEN-null = growth suppression of PTEN-null HCT116, primary screen, cell-based, CellTiter-Glo. HCT116 PTEN-null viability, 60 h; active compounds read low. viability, % at 10 µM. hit rate 1.2% among 140,000. AID 827, 2007;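 active = viability at or below a set limit, 4 SD under the median of all tested compounds, cut at about 3.7% in these data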;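 also: PTEN knockout HCT116 line with beta catenin targeted HCT116 as companion control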
Yeast life ext = compounds extending yeast replicative lifespan, primary screen, S. cerevisiae, OD615 | inhibition of the nicotinamide effect, % at 10 µM | hit rate 0.68% among 130,000 | S. cerevisiae growth with nicotinamide; deaD strain in restrictive glucose medium;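 active = inhibition above a set limit, placed 3 SD over the median of all compounds, cut at about 26% in these data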;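 also: 0% = nicotinamide-treated wells and 100% = cells grown without nicotinamide; some compounds called inactive have numbers as strong as hits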
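Material: Modified budding yeast, DeaD strain | Medium: Restrictive glucose medium | Probe or stimulus: 1.5 mM nicotinamide | Dosing: Single dose 10 µM compound, 0.25% DMSO | Times: 48 h at 30 °C | Technique: OD615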
Phagocyt inh = inhibitors of macrophage phagocytosis, primary screen, imaging, J774A.1 cells, IgG beads | J774A.1 macrophage IgG-bead phagocytosis | inhibition, % at 5 µM | hit rate 0.07% among 110,000 | AID 1029, 2008;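 active = inhibition above the mean of the plate negative controls plus 5 SD, cut at about 13% in these data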;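 also: phagocytic index as fraction of beads internalized from green versus red external bead signal; plate controls were DMSO negative control for no effect and cytochalasin-D positive control for full effect; some results beyond the cut were filed as inactive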
Yeast growth inh = growth inhibitors of yeast BB579 in restrictive medium, primary screen, yeast lifespan-shortening project, S. cerevisiae. OD615, 48 h. inhibition, % at 10 µM. hit rate 0.51% among 140,000. AID 804, 2007;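 active = inhibition above a set limit, 3 SD over the mean compound inhibition, cut at about 44% in these data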; also: inactives centre near -24
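Detection: OD615 turbidity measurement; Material: Saccharomyces cerevisiae DeaD strain BB579, replicative lifespan model yeast; Timing: 48 h exposure, 30 °C; Doses: single 10 µM dose; Medium: CSMM-D restrictive synthetic medium containing dextrose (glucose); Controls: amphotericin B at 10 µg/mL as positive control.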
The depositor's hits bear a star; / = no result given; & = joins results of further samples. Rows were taken by chance; about 6.1% have a hit in one of these screens.

SMILES	Measles CPE	HCT116 bCat-KO	NPY Y2 blocker	GALR2 antag	E-sel TNF inh	MRP-1 activ	HCT116 PTEN-null	Yeast life ext	Phagocyt inh	Yeast growth inh
CCOC(=O)CSc1nc(C)c2ccc(C)cc2n1	18	83	7	-6	-20	-2.8	92	/	/	-1
c1ccc(Oc2nc3ccccc3n3cccc23)cc1	17	85	1	1	/	-1.3	85	-10	/	-27
COc1ccc(NC(=O)Nc2ccc(Br)cn2)cc1OC	8	105	3	-3	6	0.7	106	-14	-1	-45
Cc1ccc(-n2c(=O)cc(N3CCC(C)CC3)[nH]c2=O)cc1	5	90	5	-13	/	-3.8	88	-10	/	-16
CCOc1ccc(NC(=O)/C=C/c2ccccc2)c([N+](=O)[O-])c1	12	55	7	-6	12	-4.6	65	-3	-2	-27
COc1cc(/C=N/NC(=O)c2cccc([N+](=O)[O-])c2)ccc1OCc1ccc(C)cc1	4	81	2	-1	-15	-2.1	90	-3	/	-40
CC(C)(C)CC(=O)Nc1nn[nH]n1	9	91	3	1	/	-2.6	101	-1	-7	2
CCN(CC)S(=O)(=O)c1cccc(-c2nn(-c3ccccc3)cc2/C=C(\C#N)C(=O)NCc2ccco2)c1	4	95	1	-5	-1	-3.1	99	3	-5	-17
CCOC(=O)NC(NS(=O)(=O)c1ccccc1)(C(=O)OCC)C(F)(F)F (configuration not stated)	17	91	-1	-22	/	-2.6	95	1	1	-44
O=C(NC1CCCCCC1)C1c2ccccc2C(=O)N1Cc1cccs1 (configuration not stated)	17	78	15	-6	10	-2.8	77	2	-11	-56
Cc1cccc(N(CC(=O)NCCSc2nc3ccccc3s2)S(=O)(=O)c2ccccc2)c1	13	95	3	2	7	-2.1	100	-1	-10	-31
Cc1c(Cl)cccc1NC(=O)c1nc(C)n(-c2cc(OC(C)C)c(Cl)cc2Cl)n1	/	85	8	-6	-14	2.6	79	-12	-3	-42
O=S(=O)(c1ccc(Cl)cc1)N1CCCC1c1nc(-c2cccc(Cl)c2)no1 (configuration not stated)	4	87	6	2	-16	-0.9	87	-2	-1	-92
CCCN(CCC)C(=O)CCSCCC(=O)N(CCC)CCC	8	95	-1	4	/	-2.3	92	5	-1	2
COc1ccc(Cn2c(=O)n(Cc3ccco3)c(=N)c3c4c(sc32)COC(C)(C)C4)cc1	6	83	4	1	-19	-3.5	63	3	0	-21
COc1ccc(OC)c(C(=O)/C=C/c2ccccc2C(F)(F)F)c1	9	4.2*	8	21	/	-6.2	5	-19	/	-76
COc1ccc(C2=NN(C(=O)CSc3nnc(-c4ccccc4F)o3)C(c3ccco3)C2)cc1 (configuration not stated)	7	77	10	-3	-15	-2.5	69	6	-3	-31
O=C(N/N=C/c1c[nH]c2ccccc12)c1cccc([N+](=O)[O-])c1	28	89	5	17	/	-3.4	79	-1	-6	-34
O=C(COc1ccc(S(=O)(=O)N2CCCC2)cc1Cl)NCc1ccc2c(c1)OCO2	3	102	1	-1	-24	2.3	101	-12	-2	-11
CC(C)NC(=O)Nc1cccs1	6	85	0	7	2	-3.3	86	-2	/	-23
CC(=O)Nc1ccc(S(=O)(=O)NCC(=O)OCC(=O)N2CCc3ccccc32)cc1	6	95	1	6	-9	-1.2	93	-14	1	-30
O=C(NNC(=S)Nc1ccc(F)cc1)c1ccccc1OC(F)F	7	92	3	4	-5	-0.9	99	-4	0	-29
Cc1c(C(=O)NCc2ccoc2)oc2ccc3c(c12)C(=O)CC(C)(C)O3	17	26	3	9	-22	-4.2	20	-4	/	-27
COc1ccccc1C(=O)N1CCN(Cc2ccc3c(c2)OCO3)CC1	5	88	0	15	-9	-3.6	93	9	/	-19
Cc1cccc(NC(=O)C2NC(=O)CC2c2ccccc2)c1C (configuration not stated)	3	90	1	-10	/	0.2	94	-3	2	-71
Later entries
SMILES	Measles CPE	HCT116 bCat-KO	NPY Y2 blocker	GALR2 antag	E-sel TNF inh	MRP-1 activ	HCT116 PTEN-null	Yeast life ext	Phagocyt inh	Yeast growth inh
O=C(O)c1ccnc(C(=O)O)c1	14	96	3	-1	/	-1.2	95	-7	0	-13
O=C(O)c1cccc(S(=O)(=O)Nc2ccccc2Cl)c1	5	95	1	-9	29	-2.2	90	-4	-2	-21
COc1cc(/C=N/NC(=O)CN(CCc2ccccc2)S(=O)(=O)c2ccc(NC(C)=O)cc2)cc(OC)c1OC	31	75	0	2	8	-3.1	68	-1	-10	-17
CCn1cc(Br)c(C(=O)NC(C)c2ccccc2)n1 (configuration not stated)	9	98	-2	-3	-9	-0.4	108	-5	-1	-28
Cc1c(O)ccc2c3c(c(=O)oc12)CCCC3	6	112	0	1	-4	-2.1	105	-24	2	-10
CCn1nnnc1SCC(=O)Nc1nc2ccc(OC)cc2s1	14	86	2	9	-11	-1.9	91	/	/	-40
O=C(Nc1cccs1)Nc1ccc(F)cc1F	19	77	3	15	/	0.8	90	-6	0	-17
c1ccc(CC2CCN(c3nc4ccccc4n4nnnc34)CC2)cc1	6	98	10	1	28	-1.1	91	-22	-1	-37
CCCNC(=O)c1ccccc1NS(=O)(=O)c1ccc2c(c1)OCCO2	4	99	-1	-15	-10	-0.5	102	-5	-2	-52
Cc1ccc(C(=O)c2sc3nc4c(cc3c2N)CCC4)cc1	7	95	-1	-3	/	-2.4	92	-3	-4	-25
Cc1ccsc1C(=O)Nc1ccc2c(c1)OCCO2	10	78	2	4	/	1.2	80	-10	-9	8
CCN(Cc1cc2ccccc2[nH]c1=O)C(=O)c1cccnc1	18	94	-1	-3	/	-2.1	101	0	-1	-29
CN1CCc2c(sc3c2c(=O)n(-c2ccccc2)c2nncn32)C1	2	80	-1	9	-17	-0.3	85	-11	/	11
COc1nc(Nc2cccc(C)c2)nc(N2CCCCC2)n1	3	71	6	-3	/	0.0	68	-6	-1	-38
CNC(=O)c1cc(Nc2nnc(C)c3ccccc23)ccc1OC	8	97	4	16	9	-0.2	93	0	-1	-59
Cc1cc(C)nc(NC2=NCC(=O)N2c2cc(Cl)cc(Cl)c2)n1	12	98	4	13	-11	0.1	104	3	0	-4
CCCn1c2c(c(O)c(C(=O)NCc3ccccc3)c1=O)CCCC2	24	78	-1	4	-1	-0.8	78	15	/	-57
CC(=O)OCCCNc1cc(Sc2ccc(Cl)cc2)c2nonc2c1[N+](=O)[O-]	1	1.5*	3	7	/	-6.1	1.6*	12	10	-32
Cc1ccc(C(C)(C)C)c(OCCCn2ccnc2)c1	18	64	2	-6	16	-2.5	76	7	-6	21
Cc1ccc(OCCCC(=O)NC(C)c2ccccc2)cc1 (configuration not stated)	10	101	1	-3	17	1.8	92	-8	-1	-28
CCC(C)C(=O)N1CCCC(c2nc(-c3cccs3)no2)C1 (configuration not stated)	11	90	2	-29	13	-1.9	97	-8	0	-16
Cc1cnn(-c2cc(Oc3ccccc3)ncn2)c1	13	93	2	-1	-4	4.8*	104	-27	0	-28
O=C(c1ccco1)N1CCN(CC(=O)N(C2CCCCC2)C2CCS(=O)(=O)C2)CC1 (configuration not stated)	13	99	4	-8	-5	-1.2	87	-10	/	-8
COc1ccc(C2(NC(C)=O)CCN(C(=O)c3cccs3)CC2)cc1	4	85	4	-14	20	0.3	95	/	/	-11
CCOC(=O)C1=C(CC)Nc2ccccc2N=C1NC(=O)c1ccc(S(=O)(=O)N(C)C)cc1	5	90	0	6	10	-1.2	102	-8	0	-3
Continuation:
SMILES	Measles CPE	HCT116 bCat-KO	NPY Y2 blocker	GALR2 antag	E-sel TNF inh	MRP-1 activ	HCT116 PTEN-null	Yeast life ext	Phagocyt inh	Yeast growth inh
CC(=O)N(CCC1(C(C)C)CCOC(C)(C)C1)Cc1ccco1 (configuration not stated)	3	74	5	-7	-2	-3.6	82	-7	0	-36
Cc1cccc(C)c1NC(=O)CCCSc1nc2ccccc2s1	5	92	7	1	19	-2.0	98	7	-5	-38
Cc1cc(C)c(C#N)c(Cl)n1	23	95	1	12	/	-2.0	91	-4	-8	-9
CCc1cccc(OCCCn2ccnc2)c1	6	89	4	3	7	-0.8	101	8	-3	-37
Cn1c2c(c(=O)n(C)c1=O)C(C(F)(F)F)(C(F)(F)F)N=C(CCC1CCCCC1)N2	4	17	10	-16	-22	-4.8	15	3	-2	-14
Cc1ccc(-c2nc(SCC(=O)NCC3CCCO3)c(-c3ccc(C)cc3)[nH]2)cc1 (configuration not stated)	20	91	-2	13	-4	-1.3	100	2	/	-3
CCOC(=O)Cc1nnc(NC(=O)c2ccco2)s1	3	96	3	11	36	-0.5	98&92	10	0	-61
Cc1ccc(NC(=O)C(=O)Nc2ccccn2)cc1	13	97	3	21	/	2.2	99	-1	3	-30
N#Cc1c(NC(=O)COC(=O)c2ccc(S(=O)(=O)N3CCCC3)cc2)sc2c1CCCCC2	5	83	1	-6	/	-0.4	80	-1	-4	-45
Cc1ccc(C(=O)NC(=S)Nn2cnnc2)cc1	13	104	3	-3	-10	-0.2	95	5	-8	-17

Copied from the entries so far, ten compounds:
SMILES	Measles CPE	HCT116 bCat-KO	NPY Y2 blocker	GALR2 antag	E-sel TNF inh	MRP-1 activ	HCT116 PTEN-null	Yeast life ext	Phagocyt inh	Yeast growth inh
CCOC(=O)C1=C(CC)Nc2ccccc2N=C1NC(=O)c1ccc(S(=O)(=O)N(C)C)cc1	5	90	0	6	10	-1.2	102	-8	0	-3
CC(=O)N(CCC1(C(C)C)CCOC(C)(C)C1)Cc1ccco1 (configuration not stated)	3	74	5	-7	-2	-3.6	82	-7	0	-36
Cc1cccc(C)c1NC(=O)CCCSc1nc2ccccc2s1	5	92	7	1	19	-2.0	98	7	-5	-38
Cc1cc(C)c(C#N)c(Cl)n1	23	95	1	12	/	-2.0	91	-4	-8	-9
CCc1cccc(OCCCn2ccnc2)c1	6	89	4	3	7	-0.8	101	8	-3	-37
Cn1c2c(c(=O)n(C)c1=O)C(C(F)(F)F)(C(F)(F)F)N=C(CCC1CCCCC1)N2	4	17	10	-16	-22	-4.8	15	3	-2	-14
Cc1ccc(-c2nc(SCC(=O)NCC3CCCO3)c(-c3ccc(C)cc3)[nH]2)cc1 (configuration not stated)	20	91	-2	13	-4	-1.3	100	2	/	-3
CCOC(=O)Cc1nnc(NC(=O)c2ccco2)s1	3	96	3	11	36	-0.5	98&92	10	0	-61
Cc1ccc(NC(=O)C(=O)Nc2ccccn2)cc1	13	97	3	21	/	2.2	99	-1	3	-30
N#Cc1c(NC(=O)COC(=O)c2ccc(S(=O)(=O)N3CCCC3)cc2)sc2c1CCCCC2	5	83	1	-6	/	-0.4	80	-1	-4	-45

Source: PubChem BioAssay (several laboratories)
